Screens deposited in PubChem by Sanford-Burnham Center for Chemical Genomics.
XBP1 UPR activ: activators of adaptive arm of unfolded protein response (XBP1). CHO-XBP1 luciferase reporter, IRE1-XBP1 UPR activation, luminescence; percent of tunicamycin response, DMSO as zero. activation, % at 20 µM. actives 0.33% (n = 330,000);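 active = versus positive control, 20 µM dose yields 30% or more activation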;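 note: 100% = tunicamycin at 10 µg/mL and 0% = DMSO only wells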
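Material: CHO-XBP1 cells stably carrying IRE1-XBP1-driven luciferase reporter | Medium: F12 with 10% serum | Compound dosing: 20 µM single concentration, DMSO 1% | Incubation: Overnight seeding at 37 °C, 6 h compound treatment at 37 °C | Detection: Steady-Glo luminescence read | Read-out basis: % activation of reporter signal versus tunicamycin and DMSO controls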
UPR CHOP act: activators of apoptotic arm of unfolded protein response (CHOP). AID 449763. activation, % at 10 µM. actives 0.34% (n = 330,000). CHO-CHOP luciferase reporter, UPR activation, luminescence; percent of tunicamycin response over DMSO baseline;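 active = at 10 µM dose, activation of 40% or more, normalized to positive control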;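 note: 100% = tunicamycin at 10 µg/mL and 0% = DMSO alone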
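System: CHO-CHOP luciferase reporter cell line; amount: 500 cells/well; buffer or medium: F12 medium containing 10% fetal bovine serum; incubation: 6 h compound exposure at 37 °C after overnight seeding; measured by: luciferase luminescence after 10 min with Steady-Glo reagent; evaluation: % reporter activation, DMSO baseline versus tunicamycin full activation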
697 NFkB inh: inhibitors of the PMA/ionomycin-induced NF-kB reporter in 697 B cells | 697 B-cell NF-kB luciferase reporter, 16 h | inhibition, % at 4 µM | actives 0.33% (n = 330,000); in the data active = inhibition above about 35%
TIM10 inh: TIM10 yeast growth inhibition; S. cerevisiae TIM10 strain growth, BacTiter-Glo luminescence, 24 h; inhibition, % at 10 µM; actives 1.4% (n = 330,000);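 active = inhibition of 40% or more at the single tested concentration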;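 note: wild-type TIM10 isogenic control strain grown at permissive 25 °C; 0% = DMSO yeast wells and 100% = minimal medium wells without yeast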
tim23-1 inh: inhibits growth of tim23-1 mutant yeast; S. cerevisiae tim23-1 growth, BacTiter-Glo luminescence, 24 h; inhibition, % at 20 µM; actives 1.3% (n = 330,000);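 active = growth inhibition of the mutant yeast at or above 50%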;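 note: temperature-sensitive mutant grown at 25 °C; plate controls were DMSO-treated mutant yeast for no effect and medium wells lacking yeast for full effect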
Jurkat NFkB inh: lowers PMA/ionomycin-induced NF-kB signal in Jurkat cells; inhibition, % at 4 µM; actives 0.53% (n = 330,000); PMA/ionomycin-induced NF-kB luciferase reporter, luminescence; AID 435003; in the data active = inhibition above about 50%
Mdm2-MdmX inh: disrupts the human Mdm2-MdmX interaction. O15151+Q00987. SaOS-2 split-luciferase Mdm2/MdmX complementation, luminescence. inhibition, % at 8 µM. actives 3% (n = 330,000). AID 485346;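 active = inhibition of at least 50% at 8 µM in the primary screen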
Target sequence (O15151 whole entry, looked up): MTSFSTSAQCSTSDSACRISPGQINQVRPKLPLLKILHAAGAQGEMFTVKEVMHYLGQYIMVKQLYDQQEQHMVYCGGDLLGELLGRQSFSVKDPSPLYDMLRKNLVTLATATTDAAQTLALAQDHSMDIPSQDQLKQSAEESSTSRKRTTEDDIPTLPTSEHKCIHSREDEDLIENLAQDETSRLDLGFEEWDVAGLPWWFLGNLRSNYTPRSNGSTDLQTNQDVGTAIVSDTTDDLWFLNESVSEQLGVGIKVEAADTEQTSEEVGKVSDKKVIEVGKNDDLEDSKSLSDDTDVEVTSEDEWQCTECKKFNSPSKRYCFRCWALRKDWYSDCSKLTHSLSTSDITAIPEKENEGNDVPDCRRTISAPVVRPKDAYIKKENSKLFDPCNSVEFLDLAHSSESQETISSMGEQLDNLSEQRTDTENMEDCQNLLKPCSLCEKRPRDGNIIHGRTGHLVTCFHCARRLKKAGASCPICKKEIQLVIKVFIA
Target sequence (Q00987 whole entry, looked up): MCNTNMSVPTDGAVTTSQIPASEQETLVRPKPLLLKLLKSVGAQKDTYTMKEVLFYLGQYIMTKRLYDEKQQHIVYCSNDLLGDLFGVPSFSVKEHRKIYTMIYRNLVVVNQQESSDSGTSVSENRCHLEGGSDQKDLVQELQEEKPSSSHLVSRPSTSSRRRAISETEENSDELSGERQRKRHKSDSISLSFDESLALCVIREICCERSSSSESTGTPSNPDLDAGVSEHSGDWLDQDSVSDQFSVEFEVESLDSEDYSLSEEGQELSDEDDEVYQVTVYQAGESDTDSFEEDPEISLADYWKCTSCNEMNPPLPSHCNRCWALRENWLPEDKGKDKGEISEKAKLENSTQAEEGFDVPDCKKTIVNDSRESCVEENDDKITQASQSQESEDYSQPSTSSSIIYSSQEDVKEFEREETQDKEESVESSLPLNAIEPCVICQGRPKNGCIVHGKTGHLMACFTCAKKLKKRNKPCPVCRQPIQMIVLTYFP
tim10-1 inh: tim10-1 yeast growth inhibition. S. cerevisiae tim10-1 ts strain growth, BacTiter-Glo, 24 h. inhibition, % at 20 µM. actives 2.2% (n = 330,000);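 active = inhibition of at least 40%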;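 note: mutant grown at 25 °C; 0% = DMSO wells with yeast and 100% = wells holding no yeast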
* marks the source's active call; other numbers are inactive results.

SMILES	XBP1 UPR activ	UPR CHOP act	697 NFkB inh	TIM10 inh	tim23-1 inh	Jurkat NFkB inh	Mdm2-MdmX inh	tim10-1 inh
O=C(NC(=S)Nc1ccc(Cl)c(C(=O)O)c1)c1ccc(OCc2ccccc2)cc1	0.3	2.1	-43.9	16.5	14.4	-12.7	-24.5	5.9
CC(NC(=O)C(=O)Nc1nccs1)c1ccccc1 (stereo not drawn)	4.1	-0.4	4.7	14.1	8.6	12.4	2.1	13.7
COc1ccc(S(=O)(=O)N(C)C(C)CCc2ccco2)cc1 (stereo not drawn)	-4.1	0.4	2.8	18.3	25.0	3.7	-21.8	24.2
C/C(=N\NC(=S)NC1CCCCC1)c1cccc(Br)c1	-2.0	1.4	-28.4	14.8	20.0	-46.2	28.4	21.6
Cc1ccccc1N1C(=O)c2cccc3c(N(C)CCO)ccc(c23)C1=O	-1.8	-1.1	-4.2	0.4	-11.9	-11.9	1.4	20.4
CC(=O)Nc1ccc(NC(=O)CC2SC(=O)N(CC(=O)c3ccccc3)C2=O)cc1 (stereo not drawn)	-2.4	0.0	10.4	9.9	-5.5	12.9	5.4	-16.1
COc1ccc(OCC(O)CN2CCCCC2)cc1 (stereo not drawn)	-0.8	0.7	-17.4	-6.4	-7.2	-7.8	-28.7	-18.5
CC1CC(=O)NN=C1c1cccs1 (stereo not drawn)	0.5	0.2	1.6	12.6	25.2	3.7	-5.4	3.7
COc1ccccc1-c1cc(-c2ccc(C)cc2)nc(SCc2nnc(-c3ccccc3)o2)c1C#N	1.7	1.3	5.9	8.0	13.2	4.2	2.1	-1.2
CCc1cccc(NC(=O)Cc2ccc(OC)c(OC)c2)c1	-4.7	-0.2	-18.6	18.3	7.5	32.4	34.8	2.2
COc1ccc(CCNC(=O)CCCn2c(SCC(N)=O)nc3cc4c(cc3c2=O)OCO4)cc1OC	1.6	-2.1	2.6	9.4	5.1	-1.9	2.5	15.0
Cc1cc(C)n(NC(=S)NC2CCCCC2)c(=O)c1C#N	1.3	-0.4	6.7	6.7	6.4	12.3	23.1	5.1
CCOC(=O)c1nn(-c2ccc3c(c2)OCCO3)cc1O	-3.1	-0.1	12.1	1.2	-7.9	-45.9	-34.3	-1.1
CCCCS(=O)(=O)NC1=NCN(CCO)CN1	2.3	-2.0	5.1	-26.7	17.8	-16.8	13.3	16.4
Cc1ccc(NC(=O)COC(=O)/C=C/c2cccc(Cl)c2)cc1S(=O)(=O)N1CCOCC1	0.1	2.0	-29.7	-8.2	22.6	-7.9	12.2	34.2
C1=C[C@@H]2CCN(Cc3ccccc3)Cc3cccc(c32)C1	-2.6	-0.9	12.1	4.8	11.0	1.4	17.0	-10.8
Cc1ccc(NC(=O)c2nc[nH]c2C(=O)NCCN(CCNC(=O)c2[nH]cnc2C(=O)Nc2ccc(C)cc2)CCNC(=O)c2[nH]cnc2C(=O)Nc2ccc(C)cc2)cc1	1.0	3.3	-13.9	12.0	18.8	0.0	90.4*	4.9
Cc1ccc(Nc2nc(N)nc(CN3CCN(C(=O)c4ccco4)CC3)n2)cc1Cl	-1.4	-1.5	4.2	15.4	10.4	2.5	5.8	8.0
COC(=O)c1c(C)oc(C)c1S(=O)(=O)Nc1ccccc1	-0.9	0.6	-14.5	-10.2	1.5	-3.6	4.2	9.7
O=C1CNC(=S)N1c1nc2ccccc2s1	2.2	1.1	-50.9	21.1	43.2	-20.5	-17.5	-11.5
CN(C)c1ccc(NC(=O)CSc2nc3ccccc3c(=O)n2CC2CCCO2)cc1 (stereo not drawn)	1.9	0.5	5.7	-9.7	-7.2	4.8	-13.3	-8.3
Cc1ccc(S(=O)(=O)CCc2nc3ccccc3s2)cc1C	-5.4	-0.6	7.3	17.9	27.6	-5.2	10.4	34.0
CS(=O)(=O)N1CCn2c1nc1ccccc12	1.4	1.0	5.6	2.2	5.1	2.4	10.0	-1.5
ClCc1ncc(-c2ccc(Cl)cc2)o1	1.5	1.7	33.8	-9.2	22.2	-6.1	8.2	6.5
COC(=O)C1=C(N)c2c(F)cccc2C1(C#N)c1ccc(F)cc1 (stereo not drawn)	-0.9	-1.3	7.5	13.5	18.4	4.4	26.4	10.3
CC(C)COc1cccc(C(=O)Nc2ccc(CN3CCOCC3)cc2)c1	-3.2	0.2	-20.8	-57.3	0.7	-9.9	41.4	-23.3
O=C(CCCC(=O)N(CC(=O)NC1CCCC1)Cc1ccccc1)Nc1ccccn1	-3.8	-1.5	23.9	-8.3	15.6	-2.7	5.2	13.0
CC(=O)c1ccc(NC(=O)C2CCC(C)NC2=O)cc1 (stereo not drawn)	-2.9	-0.9	14.4	4.0	-6.8	-2.2	-7.7	-22.6
CC(C)OCCCNC(=S)N1CCC(C(=O)c2ccc(Cl)cc2)CC1	-7.1	3.2	-42.2	-6.9	23.1	-45.1	20.0	6.6
C/C(CCc1ccco1)=N/NC(=O)CCC(=O)Nc1cccc(Cl)c1	-0.7	-1.4	2.5	-3.9	-0.8	3.7	7.6	5.5
CN=C1NN=C(c2cc(C)n(-c3ccc(Cl)cc3)c2C)CS1	-3.1	4.5	5.2	11.5	-9.7	7.0	37.8	17.4
Cc1ccc(-c2csc(-c3cc(C)on3)n2)cc1	1.3	2.4	-73.4	-4.1	25.1	-50.6	-47.3	11.2
S=C(NCCN1CCOCC1)NC1CCCC1	-2.2	0.4	-9.8	4.5	12.5	-16.0	-11.2	20.8
O=C(NCCc1nnc2ccc(SCC(=O)N3CCOCC3)nn12)c1ccccc1	-4.2	-0.7	9.0	-3.9	4.3	6.7	-8.0	-5.9
CCC(=O)Nc1ccc(Cl)c(NC(=S)NC(=O)COc2ccccc2)c1	2.4	0.6	2.0	6.8	4.5	-0.1	-1.3	14.5
CCOC(=O)NC(=S)Nc1ccc(C(C)(C)C)cc1Br	9.7	5.5	-22.8	49.5*	45.5	-16.3	-1.5	38.3

Some entries already given with just Jurkat NFkB inh, TIM10 inh and 697 NFkB inh:
Molecule | Jurkat NFkB inh | TIM10 inh | 697 NFkB inh
Cc1ccc(-c2csc(-c3cc(C)on3)n2)cc1 | -50.6 | -4.1 | -73.4
O=C(NCCc1nnc2ccc(SCC(=O)N3CCOCC3)nn12)c1ccccc1 | 6.7 | -3.9 | 9.0

Three compounds drawn at random from the list so far:
SMILES	XBP1 UPR activ	UPR CHOP act	697 NFkB inh	TIM10 inh	tim23-1 inh	Jurkat NFkB inh	Mdm2-MdmX inh	tim10-1 inh
O=C(CCCC(=O)N(CC(=O)NC1CCCC1)Cc1ccccc1)Nc1ccccn1	-3.8	-1.5	23.9	-8.3	15.6	-2.7	5.2	13.0
CC(=O)c1ccc(NC(=O)C2CCC(C)NC2=O)cc1 (stereo not drawn)	-2.9	-0.9	14.4	4.0	-6.8	-2.2	-7.7	-22.6
CC(C)OCCCNC(=S)N1CCC(C(=O)c2ccc(Cl)cc2)CC1	-7.1	3.2	-42.2	-6.9	23.1	-45.1	20.0	6.6

More entries
SMILES	XBP1 UPR activ	UPR CHOP act	697 NFkB inh	TIM10 inh	tim23-1 inh	Jurkat NFkB inh	Mdm2-MdmX inh	tim10-1 inh
COc1ccc(OCc2cnc(Cl)s2)cc1	-1.2	1.5	-26.6	7.4	25.7	-24.8	-36.0	21.3
C=CCN1C(=O)c2ccc(C(=O)N(C)Cc3ccc(C)o3)cc2C1=O	-4.4	1.4	17.6	-2.2	-2.7	4.7	15.0	-0.5
O=C(COC(=O)c1cc(S(=O)(=O)N2CCCCC2)ccc1N1CCOCC1)NCCc1ccc(F)cc1	-3.4	0.3	-23.6	7.5	12.0	-3.0	4.6	15.6
O=C(NCCS(=O)(=O)N1CCN(c2ccccc2F)CC1)c1ccc(F)c(F)c1	-2.3	0.9	12.5	-4.2	-5.1	22.3	11.0	-12.6
CCc1nnc(NC(=O)c2ccc(-c3ccc(F)cc3)o2)s1	1.9	4.9	9.9	-10.6	8.5	-5.6	-2.0	13.2
O=C(CSc1nnc(CNC(=O)c2cccs2)o1)Nc1ccccc1F	-6.2	-0.5	-4.0	-6.7	-13.8	-6.6	16.9	-7.0
COc1cc(OC)cc(C(=O)Nc2ccccc2C(=O)NCc2cccnc2)c1	1.8	0.0	20.0	16.7	11.6	-3.7	-10.5	12.2
CCN(CC)c1ccc(/C=N/NC(=O)c2ccoc2C)c(O)c1	0.1	1.3	-249.0	-5.2	-4.9	-43.2	39.0	-8.8
COc1ccc(N2CCN(C(=O)c3ccc(S(=O)(=O)N4CCCCCC4)cc3)CC2)cc1	-0.6	0.8	-2.4	17.0	10.6	-5.6	7.6	12.6
O=C(c1cc2ccccc2oc1=O)N(Cc1cccc(Br)c1)C1CCS(=O)(=O)C1 (stereo not drawn)	3.1	3.0	3.1	3.2	25.3	-11.2	-11.2	1.2
Nc1ccccc1NC(=O)c1ccccc1	3.7	1.4	-169.1	-5.4	6.6	-9.9	9.9	7.1
COc1ccc(NS(=O)(=O)c2cc(NS(=O)(=O)c3cccs3)ccc2C)cc1	-0.5	0.7	21.4	13.7	3.4	2.4	6.9	6.6
COc1cc2[nH]c(=O)n3nc(-c4ccccc4)nc3c2cc1OC	2.0	1.6	16.0	20.4	-0.8	5.7	14.0	6.6
Cc1ccc(S(=O)(=O)N2CCC(NC(=O)c3cccnc3)CC2)cc1Cl	-4.3	0.4	8.0	14.6	9.9	8.7	6.2	-8.1
CCOc1cccc(CNn2cnnc2)c1OCc1ccccc1Cl	-2.6	-1.5	-1.1	4.2	9.6	1.7	6.6	11.5
CCc1ccc(NC(=O)CN(c2cccc(C)c2)S(C)(=O)=O)cc1	1.9	-1.6	10.3	2.5	-0.2	16.6	8.1	10.4
C=CCOc1c(Br)cc(CNc2ccc(NC(=O)C(C)C)c(OC)c2)cc1OCC	-2.8	1.5	3.5	-6.9	7.6	8.5	27.1	4.7
CN(Cc1cccc(Cl)c1Cl)c1ccc(S(=O)(=O)N2CCCCC2)cc1[N+](=O)[O-]	-1.8	-1.6	12.5	8.5	12.1	-2.6	-25.8	22.3
CC(C)CCNC(=O)c1cc2c(=O)[nH]c3ccccc3c2s1	8.2	2.1	23.0	-2.0	-3.6	-19.6	31.4	8.3
Nc1ccc(Cl)c(NC(=O)c2cccs2)c1	2.8	1.1	18.3	8.3	10.0	6.9	17.4	-32.5
O=C(/C=C/c1ccc2c(c1)OCO2)NC1CCCC1	2.9	5.3	3.8	-8.0	0.9	-21.6	-15.7	-12.4
CCOC(=O)[C@@H]1CCNC[C@@H]1c1ccccc1	-2.9	0.3	5.6	-6.8	32.7	15.8	11.5	-22.1
CCOc1cc(C(=O)NN2CCOCC2)cc(OCC)c1OCC	-4.4	-0.5	1.4	-4.2	9.4	4.3	3.6	-8.9
COc1ccccc1C(=O)NCCC(=O)N1CCCCC1	-3.8	-1.9	9.7	3.1	-2.4	-4.3	12.8	6.4
CCOC(=O)C(=O)/C(C#N)=C/Nc1ccc(F)cc1	-3.5	0.0	-1.8	-8.1	17.4	-2.0	-3.1	-13.6
Oc1sc(C=Nc2ccc(F)cc2)c2ccccc12	3.7	9.3	-87.6	8.0	1.9	-76.2	-103.2	9.7
CC1Cc2nc(SCC(=O)Nc3nccs3)n(C)c(=O)c2S1 (stereo not drawn)	-2.6	2.0	-9.3	-18.5	-9.9	2.4	-9.3	-37.4
Cc1ccc(S(=O)(=O)N(CC(=O)NCCSCc2ccco2)c2ccc(F)cc2)cc1	-2.6	-2.0	-5.3	1.3	16.5	-10.2	-9.6	30.6
COc1ccc(-c2c(C)nn(Cc3ccccc3)c2N)cc1	-0.7	0.9	5.4	-2.2	4.6	5.2	-3.4	18.0
CC(=O)N1CCN(CCN=CC2=C(O)CC(c3cccs3)CC2=O)CC1 (stereo not drawn)	-0.2	3.3	-1.6	6.7	-12.6	-3.4	-5.0	-8.7
